DAGLB inhibitor – diacylglycerol lipase beta (human) inhibition; Q8NCG7; HEK293T DAGLB membrane lysate, EnzChek fluorogenic substrate; inhibition, % at 5.17 µM; 0.059% of 340,000 active; in the data active = inhibition above about 34%;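 also: 0% = enzyme with vehicle and 100% = wells lacking enzyme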
Tat transport – inhibitors of E. coli Tat protein transport; inhibition, % at 10 µM; E. coli MC4100 TorA-mCherry Tat export, fluorescence; AID 488895; 0.036% of 340,000 active;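 active = mean replicate inhibition at least 50% and at least half of replicates individually reaching 50%; inconclusive = only one of the two criteria met; inactive = neither criterion met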;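 also: exported cargo escapes ClpAP degradation while cytoplasmic cargo is degraded and loses fluorescence; 0% = median of neutral control wells and 100% = median of NaSCN control wells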
PvdQ acylase – P. aeruginosa PvdQ acylase inhibition | purified PvdQ acylase, fluorescence plate reader | inhibition, % at 10 µM | 0.063% of 340,000 active | AID 488965; in the data active = inhibition above about 30%, passing the limit was not always enough; inconclusive = no clear call, values can overlap the other calls;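 also: 0% = vehicle neutral wells and 100% = reference inhibitor wells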
phage Ecoli inh – E. coli growth loss with phage present; inhibition, % at 11.9 µM; growth absorbance; 0.26% of 360,000 active; in the data active = inhibition above about 11%
Wnt bcat act – Wnt/beta-catenin pathway activation; Wnt/beta-catenin reporter cell assay, activator, plate reader; activation, % at 9.35 µM; 1.2% of 300,000 active; AID 743398; in the data active = activation above about 30%, passing the limit was not always enough; inconclusive = no clear call, values can overlap the other calls;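 also: 0% = neutral control wells and 100% = positive control wells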
Rtt109 Vps75 – blocks Candida albicans Rtt109/Vps75 acetyltransferase activity. AID 540336. 0.16% of 330,000 active. purified Rtt109/Vps75, ThioGlo CoA-SH fluorescence, 4 h. Q5AAJ8. inhibition, % at 34.9 µM;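 active = inhibition of at least 50% in every replicate; inconclusive = best replicate reaches 50% inhibition but some replicates fall short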
Target sequence (Q5AAJ8 whole entry, looked up): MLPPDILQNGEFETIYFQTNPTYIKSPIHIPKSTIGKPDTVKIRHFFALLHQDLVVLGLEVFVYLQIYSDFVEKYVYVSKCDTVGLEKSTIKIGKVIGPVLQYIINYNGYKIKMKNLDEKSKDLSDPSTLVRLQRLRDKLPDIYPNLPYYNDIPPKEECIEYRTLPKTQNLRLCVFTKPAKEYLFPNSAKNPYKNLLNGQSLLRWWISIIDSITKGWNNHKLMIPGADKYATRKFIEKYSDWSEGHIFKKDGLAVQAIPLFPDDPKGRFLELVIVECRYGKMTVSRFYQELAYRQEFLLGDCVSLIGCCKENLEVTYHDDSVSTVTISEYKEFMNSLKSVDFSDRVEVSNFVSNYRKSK
CAL PDZ inh – blocks peptide binding to human CAL PDZ domain; 0.02% of 330,000 active; purified CAL PDZ, TMR-peptide fluorescence polarization, 1 h; inhibition, % at 20 µM;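 active = highest replicate inhibition of at least 40%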;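 also: plate controls were DMSO neutral control wells for no effect and unlabeled competitor peptide control wells for full effect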
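Assay system – tagged CAL PDZ protein CerCALP, purified · Timing – 1 h at RT · Compound – single point, 20 µM · Measured by – fluorescence polarization from S- and P-plane intensities, G-factor corrected · Evaluation – inhibition from polarization loss · Probe or stimulus – TMR reporter peptide T*-PRC34 · Buffer or medium – pH 7.4 phosphate-saline buffer, reducing agent, detergent, IgG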
PfHsp90 set2 – inhibits growth of yeast expressing Plasmodium falciparum Hsp90. S. cerevisiae expressing PfHsp90, BacTiter-Glo ATP, 48 h; yeast lacking PDR1 and PDR3 efflux regulators. inhibition, % at 9.4 µM. 0.32% of 310,000 active. AID 504621;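 active = every replicate shows inhibition above about 80%, whatever the replicate mean, limit read from the data; inconclusive = mean inhibition reaches the set limit but some replicate falls short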;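 also: 0% = DMSO neutral controls and 100% = 20 µM radicicol positive controls; yeast relying on Plasmodium falciparum Hsp90 in place of its own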
AddAB inh – less growth of phage-infected E. coli with AddAB | 0.29% of 330,000 active | AID 435030 | inhibition, % at 11.9 µM | E. coli expressing H. pylori AddAB, absorbance growth; in the data active = inhibition above about 12%;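 also: 0% = vehicle wells of infected cells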
E coli growth – reduces bacterial viability in AddAB counter-screen | E. coli V3065 growth, OD600 absorbance, 18 h | inhibition, % at 11.9 µM | 0.27% of 330,000 active | AID 449728;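 active = inhibition above the campaign's mean inhibition across all tested compounds plus 3 SD, cut at about 9.9% in these data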;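 also: uninfected addAB+ strain grown without phage in ampicillin broth; 0% = DMSO wells and 100% = ciprofloxacin 0.95 µg/ml wells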
* marks the source's active call; other numbers are inactive results; ? = inconclusive; nt = not tested or not shown.

SMILES	DAGLB inhibitor	Tat transport	PvdQ acylase	phage Ecoli inh	Wnt bcat act	Rtt109 Vps75	CAL PDZ inh	PfHsp90 set2	AddAB inh	E coli growth
CC(=O)n1cc(/C=N/NC(=O)c2ccccc2O)c2ccccc21	-5	11	-11	0.4	12	-8	-2.8	-5	1.2	2.0
COc1cccc(C(C)NC(=O)Nc2ccccc2Cl)c1 (stereo unspecified)	-4	-4	-17	3.7	-1	2	-2.0	-6	1.5	-0.3
O=C(COc1ccc(S(=O)(=O)NC2CCCCC2)cc1)N1CCN(c2cccc(Cl)c2)CC1	0	-1	-6	2.6	-5	3	-1.3	23	0.7	-0.8
Cc1cc(C)n(CC(=O)NNC(=O)c2ccc(OC(F)(F)F)cc2)n1	-3	5	6	1.3	-4	0	-1.0	6	-0.2	-0.3
Cc1nc2c(-c3ccc(F)cc3)c(C)nn2c(C)c1CCC(=O)NCCN1CCOCC1	-3	-1	11	0.8	-5	-9	-0.5	-19	0.1	0.9
CC(C)Nc1ccccc1	-1	-3	-10	nt	nt	5	0.0	-4	3.4	-2.8
COc1ccc(-c2nc(C#N)c(N3CCOCC3)o2)cc1OC	-2	-4	-13	2.2	nt	-7	0.8	1	1.8	0.4
Fc1cccc(Nc2ncnc3[nH]ncc23)c1	3	-15	-6	2.7	-2	0	-7.5	-17	1.9	0.3
C=CCCCCCCCCc1nc(SCC(C)=O)n[nH]1	-2	-2	-3	-1.6	-1	-10	-1.2	9	0.2	-0.7
Cc1ccc(CNC(=O)CSc2nc(=O)n3ccccc3n2)cc1	-1	3	-6	nt	nt	-8	-1.3	-3	0.2	-2.2
COc1cc(CCC(=O)NCc2ccc(F)cc2)cc(OC)c1OC	0	10	-7	0.4	0	2	-1.0	19	-6.5	-2.3
Cc1ccc(S(=O)(=O)NCC(=O)N(CC(=O)NCc2ccco2)Cc2ccco2)cc1	0	1	-13	1.0	0	-4	-3.1	nt	-0.1	-0.2
COc1ccc(Cl)cc1NC(=O)CN(C)C(=O)C1CC1	-3	0	3	1.6	-1	0	0.5	11	-0.5	-1.8
C=CCN1C(=O)C2C(C(=O)NCc3ccccc3)C3C=CC2(O3)C1C(=O)NC(C)(C)C (stereo unspecified)	0	0	15	1.8	-2	11	0.0	5	1.8	-0.1
Nc1nc(SCC(=O)N2CCc3ccccc3C2)[nH]c(=O)c1-c1ccccc1	2	-1	-6	1.6	11	-5	-0.7	-33	0.6	-2.7
COC(=O)c1ccc(CSc2nc3c(cnn3-c3ccc(F)cc3)c(=O)[nH]2)o1	5	5	-9	nt	-1	4	0.0	-44	1.4	-0.5
CCOc1ccc(CCNC(=O)c2cccc(S(=O)(=O)N3CCOCC3)c2)cc1OCC	-1	2	3	5.6	-2	8	-1.8	-7	0.3	-0.9
Cn1c(CO)c(-c2ccccc2)c2cc([N+](=O)[O-])ccc21	0	0	3	1.4	-5	2	-0.9	6	1.1	-1.5
CN(CC(=O)Nc1ccc(F)cc1)C(=O)c1ccccc1OCc1ccc(F)cc1	-1	3	-12	1.7	-3	3	-2.5	-2	0.2	1.8
CCOC(=O)C1=C(COc2ccc(C)cc2)NC(=O)NC1c1cc(C)ccc1C (stereo unspecified)	-2	-4	-9	4.2	nt	5	0.0	27	1.5	0.9
O=C(c1ccccc1)C(Nc1cccc([N+](=O)[O-])c1)c1ccccc1 (stereo unspecified)	-2	6	-9	1.3	-6	7	1.4	nt	nt	nt
CCc1ccccc1NC(=O)N1CCc2ccccc2C1	-2	-2	-17	-2.4	0	4	-2.0	-2	nt	nt
O=C(Nc1cccc(Cl)c1)Nc1cc(S(=O)(=O)N2CCCCC2)ccc1Cl	-4	1	2	6.0	-13	11	-3.0	3	2.5	0.5
Cc1cccc(NC(=O)CNC(=O)COC(=O)c2ccc(C(C)(C)C)cc2)c1C	-4	-1	-16	-1.9	-1	5	-2.0	nt	0.9	0.5
CCOC(=O)C(=O)NC(C)CCc1ccccc1 (stereo unspecified)	0	14	-6	2.1	-4	-1	0.1	-13	0.9	1.9
Cc1ccccc1N=C(NOCc1ccccc1)c1nonc1N	-4	7	-7	-0.7	nt	3	-2.3	-9	1.9	3.1
CC1(C)CC(NCCN2CCN(C3=CC(=C(C#N)C#N)CC(C)(C)C3)CC2)=CC(=C(C#N)C#N)C1	1	-1	-4	3.5	-1	-1	-2.5	-24	4.0	1.8
O=C1C2C(c3ccccc3)C=CC(c3ccccc3)C2C(=O)N1c1ccncc1 (stereo unspecified)	-3	-3	-2	-0.1	-3	0	-1.3	-25	3.3	1.6
O=C(Nc1nc(-c2ccc(Cl)s2)cs1)c1cccs1	-12	3	-9	1.3	nt	2	-2.6	33	0.0	-0.1
Cc1ccccc1NC(=O)Cc1nnc(SCC(=O)N2CCN(c3ccccc3)CC2)n1C	-1	0	-13	2.0	nt	7	-1.4	5	-0.4	0.8
CC(C)(C)c1ccc(CCC2OCC(C[N+]3(C)CCOCC3)O2)cc1 (stereo unspecified)	nt	-3	-18	0.7	31*	5	0.6	-10	-0.6	-1.0
O=C(CCC(=O)c1ccc(F)cc1)NCc1ccccc1C(F)(F)F	-2	-3	-16	1.6	3	-4	-3.0	12	4.6	-0.6
Cc1cc(C)cc(Oc2ccc(S(=O)(=O)N3CCN(C)CC3)cn2)c1	-7	-1	-14	5.4	-2	-8	-0.1	8	0.0	0.7
O=C(CN1CCN(Cc2ccccc2)CC1)Nc1ccccc1	0	10	-10	3.9	2	1	0.0	6	1.3	-0.5
Cc1cnn(-c2cc(N/N=C/c3ccccc3Cl)ncn2)c1	0	-11	-4	4.2	nt	-1	-2.2	-35	3.8	1.5
COc1cc2c(cc1C1C(C#N)=C(N)OC3=C1C(=O)CC(C)(C)C3)OCO2 (stereo unspecified)	-1	-2	-7	0.2	-1	-3	-0.2	14	4.2	3.5
Oc1ccccc1/C=N/n1cnn(Cc2ccccc2Cl)c1=S	1	0	-8	4.2	0	-11	-3.8	24	4.5	-0.1
Cc1ccc(Sc2c(C)nn(C(=O)c3cccc(S(=O)(=O)N4CCOCC4)c3)c2C)cc1	1	17	-12	-0.7	nt	10	-1.6	nt	-1.8	0.3
Cc1ccccc1-c1nc(CN2CCN(C(=O)c3ccco3)CC2)c(C)o1	0	-3	2	-0.2	0	-1	-2.2	-26	0.8	0.0
CC(OC(=O)CNC(=O)c1ccco1)C(=O)Nc1ccc(Cl)cn1 (stereo unspecified)	1	6	-13	-0.5	-3	5	-2.3	29	-2.9	-0.6
c1ccc2nc3c(nc2c1)CCCC3	2	-14	-13	3.0	0	-8	0.5	5	0.0	-2.2
O=C(C1CCN(S(=O)(=O)c2ccc(Br)s2)CC1)N1CCCCC1	-4	-1	-9	0.3	-6	1	-3.0	4	-2.4	0.3
CCOC(=O)NS(=O)(=O)c1ccc(CCNC(=O)c2cc(C)on2)cc1	0	-1	-14	3.1	-1	-12	0.2	3	3.2	1.3
Cc1cc(Cl)n2c(nc3cc(F)c(F)cc32)c1C#N	0	5	-12	2.2	-22	-10	-1.0	?	nt	nt
CCN(CC)C(=O)CSc1nnc(-c2cccnc2)n1Cc1ccccc1	-1	-2	-8	1.5	nt	-21	-1.2	6	0.0	-2.0
CN1C(=O)NC(c2ccc([N+](=O)[O-])cc2)C2=C1CC(C)(C)CC2=O (stereo unspecified)	1	-7	-11	-0.4	-1	1	-0.2	3	-1.1	0.8
CC(Oc1cccc(Cl)c1)C(=O)Nc1ccccc1C(=O)N1CCCCC1 (stereo unspecified)	-4	-5	-11	3.0	4	-10	-1.1	2	0.5	1.0
O=S1(=O)CCOC[C@H](CC2CCCCC2)N1Cc1ccccc1Br	-7	12	-15	2.1	0	5	-0.5	-35	3.2	3.4
COC(=O)/C(C#N)=C/c1c(N2CCCCCC2)nc2c(C)cccn2c1=O	-1	-7	-7	1.0	0	-2	-1.5	-6	nt	nt
Cc1c(Cl)c([N+](=O)[O-])nn1CCCC(=O)Nc1c(C)n(C)n(-c2ccccc2)c1=O	0	16	-3	-0.7	-2	-3	-0.6	7	2.6	3.0
CCN(CC(=O)NCc1cccs1)C(=O)/C=C/c1ccc(Cl)c(Cl)c1	-2	3	-17	4.6	1	-15	-1.2	16	-0.9	0.2
CCN(CC)C(=O)CSc1nnc(-c2ccccn2)n1-c1ccc(C)c(C)c1	1	5	-17	1.7	-1	-3	nt	9	0.6	0.2
Cc1cc(Oc2ccccc2)nc(-c2ccccc2O)n1	-9	13	1	1.3	1	-9	-0.7	-8	0.1	2.0

Of the compounds above, these have an aryl thioether with sulfur outside any ring.
SMILES	DAGLB inhibitor	Tat transport	PvdQ acylase	phage Ecoli inh	Wnt bcat act	Rtt109 Vps75	CAL PDZ inh	PfHsp90 set2	AddAB inh	E coli growth
C=CCCCCCCCCc1nc(SCC(C)=O)n[nH]1	-2	-2	-3	-1.6	-1	-10	-1.2	9	0.2	-0.7
Cc1ccc(CNC(=O)CSc2nc(=O)n3ccccc3n2)cc1	-1	3	-6	nt	nt	-8	-1.3	-3	0.2	-2.2
Nc1nc(SCC(=O)N2CCc3ccccc3C2)[nH]c(=O)c1-c1ccccc1	2	-1	-6	1.6	11	-5	-0.7	-33	0.6	-2.7
COC(=O)c1ccc(CSc2nc3c(cnn3-c3ccc(F)cc3)c(=O)[nH]2)o1	5	5	-9	nt	-1	4	0.0	-44	1.4	-0.5
Cc1ccccc1NC(=O)Cc1nnc(SCC(=O)N2CCN(c3ccccc3)CC2)n1C	-1	0	-13	2.0	nt	7	-1.4	5	-0.4	0.8
Cc1ccc(Sc2c(C)nn(C(=O)c3cccc(S(=O)(=O)N4CCOCC4)c3)c2C)cc1	1	17	-12	-0.7	nt	10	-1.6	nt	-1.8	0.3
CCN(CC)C(=O)CSc1nnc(-c2cccnc2)n1Cc1ccccc1	-1	-2	-8	1.5	nt	-21	-1.2	6	0.0	-2.0
CCN(CC)C(=O)CSc1nnc(-c2ccccn2)n1-c1ccc(C)c(C)c1	1	5	-17	1.7	-1	-3	nt	9	0.6	0.2
